KB-3-1 cytotox: KB-3-1 parental cell cytotoxicity; KB-3-1 viability, CellTiter-Glo ATP luminescence, 72 h; 400,000 compounds, 1.4% hits; AID 1347075; Potency, µM (highest dose often 46.1 µM), inactives show at the top dose activity change, negative = cytotoxic, actives largely listed as cytotoxic; note: potency is the fitted concentration of half-maximal effect; % is set by controls: 0 for no effect and ±100 for the full control effect; nearly all actives have a fitted effect of over 60% in size
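Here the drug-naive KB-3-1 line serves as comparator for MDR sub-line selectivity; cells received compound titrations, 72 h at 37 °C, then CellTiter-Glo readout.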
S2 tox: viability counter-screen for ATXN expression inhibitors; Potency, µM (titrated, usually from 56.7 µM), hits mostly cytotoxic; S2 cells (HEK-293 line with an ATXN2-luciferase reporter) viability, CellTiter-Fluor protease fluorescence, 24 h; 400,000 compounds, 0.49% hits; AID 651635; note: potency is the fitted concentration of half-maximal effect; nearly all actives have a fitted effect of over 40% in size
IL-1B inflam inh: inflammasome signaling inhibition, IL-1 beta readout; THP-1 LPS/ATP IL-1B secretion, AlphaLISA, 16 h; hits give low values; activity change, % at 57.5 µM; 360,000 compounds, 4.7% hits; AID 743279; in the data active = activity change below about -50%; inconclusive = mostly about -30% to -49%; note: % is set by controls: 0 for no effect and ±100 for the full control effect
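THP-1 cells pretreated 1 hr with compounds (up to 57.5 uM final), then stimulated with LPS (250 ng/mL final) plus ATP (1.25 mM final); secreted IL-1B measured by AlphaLISA after 16 hr, decreased signal indicating inhibition.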
SW480 rerep: DNA re-replication induction in SW480 cells; SW480 DNA re-replication, Hoechst DNA content imaging, 48 h; Potency, µM (titrated, usually from 46.1 µM), inactives show at the top dose re-replication activation, most hits filed as activators; 340,000 compounds, 1.8% hits; AID 624297; note: potency is the fitted concentration of half-maximal effect; % of control where 0% means no effect; nearly all actives have a fitted effect of over 55% in size
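SW480 cells exposed to compounds for 48 hr at 37 C, 5% CO2, then Hoechst-stained 40 min. Nuclear DNA content imaged by fluorescence scanning (405 nm excitation, 500-530 nm emission); re-replication scored as increased high-intensity nuclei.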
MCF10A rerep: DNA re-replication induction in MCF 10a cells. MCF 10A DNA re-replication, Hoechst nuclear intensity, 48 h. Potency, µM (doses to about 46.1 µM), for the others: top-dose activity, positive = re-replication, most hits filed as activators. 350,000 compounds, 2.9% hits; note: potency is the fitted concentration of half-maximal effect; % of control where 0% means no effect; nearly all actives have a fitted effect of over 50% in size
ATXN2 expr inh: inhibitors of ATXN2 expression; HEK-293 ATXN2-luciferase reporter, luminescence, 24 h; Potency, µM (highest dose often 57 µM), for inactives: at the top dose activity change, negative = inhibition, usual class: inhibitors; 360,000 compounds, 0.72% hits; AID 1745845; note: potency is the fitted concentration of half-maximal effect; % is set by controls: 0 for no effect and ±100 for the full control effect; nearly all actives have a fitted effect of over 55% in size
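ATXN2-luciferase reporter cells (luciferase flanked by upstream and downstream ATXN2 gene portions) were treated 24 h at 37 °C with compounds at up to 57 uM. SteadyGlo luminescence gave expression; GF-AFC fluorescence gave viability.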
HT1080NT lethal: kills 2HG-producing HT-1080-NT fibrosarcoma cells | HT-1080-NT fibrosarcoma viability, CellTiter-Glo ATP luminescence, 48 h | Potency, µM (titrated, usually from 46.1 µM), for the others: at the top dose activity, negative = less viability, actives largely listed as cytotoxic | 360,000 compounds, 1.6% hits;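 note: NT is the 2HG producing partner of a matched IDH1 knockdown line; potency is the fitted concentration of half-maximal effect; 0% = DMSO-treated cells and -100% = media-only wells without cells; nearly all actives have a fitted effect of over 55% in size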
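Toxicity toward the 2HG-producing NT line was scored as %Activity, normalised to DMSO and no-cell wells, from CellTiter-Glo luminescence after 48 hours' treatment.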
HT1080 IDH1KD tx: toxicity to HT-1080 IDH1 knockdown cells (counter line) | HT-1080 IDH1 knockdown viability, ATP luminescence, 48 h | Potency, µM (doses to about 46.1 µM), for inactives: at the top dose activity, negative = toxicity, actives largely listed as cytotoxic | 360,000 compounds, 2% hits | AID 686971;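 note: potency is the fitted concentration of half-maximal effect; 0% = DMSO wells and -100% = cell-free medium wells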
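Luminescent ATP read-out (CellTiter-Glo, 10 min at room temperature) after 48 h compound exposure at 37 °C gave viability of IDH1-knockdown HT-1080 cells. Activity was normalised to DMSO and cell-free wells, then fitted as concentration-response curves.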
HepG2 viability: counter-screen for TGF-b inhibitors: cytotoxicity in HepG2 cells. Potency, µM (highest dose often 46.1 µM), without a hit: top-dose activity change, negative = cytotoxicity, most hits filed as cytotoxic. HepG2 CAGA-GFP viability, ATP luminescence, 18 h. 410,000 compounds, 0.76% hits; note: potency is the fitted concentration of half-maximal effect; some results filed as inactive show a strong effect at the top dose
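HepG2 CAGA-GFP cells (1000/well, DMEM with 1% FBS) received compound, then TGF-beta at 500 pg/mL final, and were incubated 18 hours at 37 degrees C. Viability was read by CellTiter-Glo luminescence. Media-only wells were set as complete cell-killing and DMSO as no toxicity.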
An asterisk follows results filed as active; i = inactive; ? = inconclusive; . = not tested or not shown; [ ] = dose if it differs, or a comment. Unless noted, calls come from the whole dose curve; as a rule, active = well fitted curve in the direction sought with a large enough effect; inconclusive = small, poorly fitted or top-dose-only effect, or another doubt; inactive = no such curve, though single readings can be large; an effect the other way counts as inactive or inconclusive.

SMILES	KB-3-1 cytotox	S2 tox	IL-1B inflam inh	SW480 rerep	MCF10A rerep	ATXN2 expr inh	HT1080NT lethal	HT1080 IDH1KD tx	HepG2 viability
CCCOc1ccc(N2C(=O)CC(N3CCN(CCN=CC4=C(O)CC(C)(C)CC4=O)CC3)C2=O)cc1 (stereo unspecified)	-6%	i	41	3%	-6%	-13%	0%	14%	21%
COc1ccc(C2C3=C(CCCC3=O)Nc3nc(SCc4ccc(C(=O)O)cc4)nn32)cc1OC (stereo unspecified)	0%	i	-8	-3%	-2%	-2%	2%	11%	-7%
C=CCc1cccc2cc(C(=O)NC3=C(C#N)CCC3)c(=O)oc12	-11%	i	-2	-7%	28%	16%	26%	14%	-39%
CCn1cc(C(=O)N(C)Cc2ccccc2)c(=O)c2cc(S(=O)(=O)N3CCc4ccccc4C3)ccc21	2%	i	.	.	.	-5%	.	.	-5%
COC(=O)C1(C(F)(F)F)N=C(C(F)(F)F)Nc2ccc(Cl)cc21 (stereo unspecified)	0%	?	7	0%	-35%[inhibitor]	-7%	0%	1%	-17%
Cc1cc(Oc2ccc(C#N)cc2)nc(N2CCOCC2)n1	-18%	i	51	-2%	-9%	-11%	-3%	-6%	-12%
NC(=O)C1CCCN(C(=O)Nc2cccc3ccccc23)C1 (stereo unspecified)	0%	i	35	9%	?	-7%	-8%	-3%	15%
Cc1cc(NC(=O)CSc2nncn2-c2ccccc2)no1	-3%	i	-1	?	6%	.	1%	-2%	-12%
Cn1c(=O)[nH]c(=O)c2c1nc(N1CCCCCC1)n2CCCSc1nc2ccccc2o1	9%	i	-16	-4%	-1%	-10%	11%	11%	-1%
COc1ccc(NC(=O)CN(C)C(=O)CCCSc2nc3ccccc3[nH]2)cc1	3%	i	11	-4%	12%	-5%	-8%	-4%	8%
COc1cc(O)sc1C=Nc1ccc(Cl)cc1	1%	i	-17	-22%	3%	.	-12%	-6%	-19%
C[C@@H](NC(=O)[C@@H]1Cc2ccccc2CN1)C(=O)NC1CCCC1	1%	i	13	0%	5%	.	3%	3%	-10%
CCOC(=O)C(C)Oc1ccc(OCc2ccccc2)cc1 (stereo unspecified)	0%	i	-5	-8%	-5%	-16%	-3%	-9%	-3%
CCOc1ncccc1C(=O)OCC(=O)NCCc1ccccc1	0%	i	15	-9%	-8%	0%	8%	8%	0%
Cc1ccc(S(=O)(=O)N2C[C@]3(O)C[C@@H]4C(=O)N(c5ccccc5)C(=O)[C@@H]4C[C@]3(OC(=O)NCC3CCCCC3)C2)cc1	?	i	-5	.	.	14%	-5%	-2%	2%
COc1cc(S(=O)(=O)N(Cc2ccccc2)Cc2ccccn2)ccc1-n1cnnn1	4%	i	6	-8%	-5%	1%	-4%	2%	0%
CC(C)S(=O)(=O)c1csc(C(=O)NN)c1Cl	-3%	i	1	-20%	-2%	-24%	4%	-3%	-3%
COCCCNC(=O)c1cccc(S(=O)(=O)N2CC3(C)CC2CC(C)(C)C3)c1 (stereo unspecified)	2%	i	20	10%	1%	1%	-5%	-4%	-1%
Cc1ccc(C(=O)c2cn[nH]c2-c2ccccc2O)cc1	4%	i	-9	-4%	?	11%	2%	1%	-2%
CS(=O)(=O)c1ccc(Cl)c(C(=O)O)c1	3%	i	23	-9%	-15%	-1%	2%	?	-2%
Cc1ccc(S(=O)(=O)NNC(=O)Nc2cccc(F)c2)c(C)c1	-20%	i	-18	6%	5%	-7%	-1%	-1%	0%
COCCNC(=O)/C(C#N)=C/c1cc(C(C)C)c(OC)cc1C	2%	i	-71*	-3%	1%	-20%	-9%	-10%	-5%
Cc1cccc(OCC(=O)NC(=S)Nc2ccc(S(=O)(=O)NC3CCCCC3)cc2)c1	13%	i	-4	0%	?	-19%	-10%	-7%	-4%
Cc1cccc(C)c1NC(=O)Cn1c(=O)cc(C)c2c(C)nn(-c3cccc(Cl)c3C)c21	8%	?	.	.	.	-2%	.	.	5%
Cc1ccccc1CN1CCN(CCCc2ccccc2)C(CCO)C1 (stereo unspecified)	7%	i	-16	-1%	?	-25%	-21%	?	-27%

Next part; the last 4 above are carried over.
SMILES	KB-3-1 cytotox	S2 tox	IL-1B inflam inh	SW480 rerep	MCF10A rerep	ATXN2 expr inh	HT1080NT lethal	HT1080 IDH1KD tx	HepG2 viability
COCCNC(=O)/C(C#N)=C/c1cc(C(C)C)c(OC)cc1C	2%	i	-71*	-3%	1%	-20%	-9%	-10%	-5%
Cc1cccc(OCC(=O)NC(=S)Nc2ccc(S(=O)(=O)NC3CCCCC3)cc2)c1	13%	i	-4	0%	?	-19%	-10%	-7%	-4%
Cc1cccc(C)c1NC(=O)Cn1c(=O)cc(C)c2c(C)nn(-c3cccc(Cl)c3C)c21	8%	?	.	.	.	-2%	.	.	5%
Cc1ccccc1CN1CCN(CCCc2ccccc2)C(CCO)C1 (stereo unspecified)	7%	i	-16	-1%	?	-25%	-21%	?	-27%
COc1ccccc1NC(=O)CN1C(=O)CCSc2ccccc21	7%	i	.	.	.	-12%	.	.	-11%
CCOc1ccc(N2C(=O)CC(N3CCN(c4ccccc4OC)CC3)C2=O)cc1 (stereo unspecified)	2%	i	1	-2%	-1%	-10%	-2%	-3%	-2%
N/C(=N\OC(=O)COc1ccccc1Cl)c1ccccn1	2%	i	-14	-3%	12%	72%[activator]	3%	20%	0%
COC(=O)C1(O)CC(CC(C)C)=NN1C(=O)c1ccccc1 (stereo unspecified)	11%	i	2	0%	2%	1%	20%	16%	4%
Cc1cc(Nc2ccc3c(c2)OCCO3)c2cccc(C)c2n1	?	?	-94*	-8%	19%	-17%	?	?	0%
Cc1cc(C(=O)COC(=O)CC(NC(N)=O)c2ccc(Cl)cc2)c(C)n1C (stereo unspecified)	3%	i	-3	-2%	1%	3%	-6%	-9%	0%
Cc1ccc(NC(=O)Cc2ccsc2)cc1S(=O)(=O)N1CCOCC1	-12%	i	9	-7%	1%	5%	9%	3%	-12%
COCCn1c(SCC(=O)Nc2cccc(OC)c2)nc2c(oc3ccccc32)c1=O	3%	?	-5	3%	4%	.	-14%	1%	-25%
COc1ccc(C(=O)Nc2nncs2)c(OC)c1	10%	i	?	1%	-9%	14%	-15%	-8%	2%
COc1ccc(S(=O)(=O)NCC(=O)NCc2cc(=O)n(C)c(=O)n2C)cc1	-2%	i	19	-3%	2%	16%	23%	13%	-6%
COc1cc(C2NC(=O)NC(C)=C2C(=O)OC2CCCCC2)cc(Cl)c1O (stereo unspecified)	-7%	i	9	-4%	?	6%	-28%	?	2%
O=[N+]([O-])c1cc(S(=O)(=O)N2CCCCC2)ccc1NCCCN1CCOCC1	-15%	?	-2	-5%	-3%	-11%	16%	7%	1%
O=[N+]([O-])c1ccc(S(=O)(=O)NNC(=S)NCCc2ccccc2)cc1	9%	i	0	-15%	-10%	-11%	15%	19%	-1%
CCOc1ccc(C(=O)CCC(=O)N2CCN(c3ncccn3)CC2)cc1	7%	i	1	0%	-3%	-1%	14%	22%	-1%
COc1cccc(/C=N/NC(=O)C(C)Cn2cnc3ccccc32)c1 (stereo unspecified)	1%	i	0	-1%	2%	.	0%	-4%	-15%
O=C(Nn1cnnc1)c1ccc(Cl)c([N+](=O)[O-])c1	?	i	18	5%	0%	9%	7%	11%	-18%
COc1ccc(C(=O)N2CCN(C)C(=O)[C@@H]2C)cc1OC1CCN(C(C)C)CC1	.	i	14	-2%	?	6%	1%	3%	5%
COc1ccccc1CNC(=O)CCc1c(C)c2cc3c(C)coc3cc2oc1=O	-7%	i	.	.	.	-5%	.	.	-16%
Cc1cccc(NC(=O)CSc2ncnc3sc(C)c(C)c23)n1	.	i	-3	1%	-20%	-23%	-8%	-13%	-6%
O=C(COc1ccc(F)cc1)c1ccc2c(c1)CCCC2	-3%	i	0	1%	10µM*	73%[activator]	-1%	-3%	-31%
CCOC(=O)NC(=O)/C(C#N)=N\Nc1ccc(Cl)cc1	0%	i	2	2%	-2%	-24%	-1%	1%	-7%
CC(C)(C)c1ccc(C(=O)NCc2ccccc2)cc1	9%	i	22	-11%	11%	-20%	-6%	-5%	0%
CCOc1cccc(OCCOCCOc2ccccc2C(C)=O)c1	0%	i	9	-1%	1%	-6%	8%	17%	-27%
CCOC(=O)COc1nc(C)cc(C(F)(F)F)c1C#N	-1%	i	-5	-9%	-1%	-22%	19%	23%	-3%
CCn1c(C)nc2cc(C(=O)NNC(=O)[C@@H](NC(=O)c3cc(OC)cc(OC)c3)C(C)C)ccc21	2%	i	-5	1%	0%	1%	-4%	-1%	9%

More structures follow:
SMILES	KB-3-1 cytotox	S2 tox	IL-1B inflam inh	SW480 rerep	MCF10A rerep	ATXN2 expr inh	HT1080NT lethal	HT1080 IDH1KD tx	HepG2 viability
C[C@H](CO)N1C[C@H](C)[C@H](CN(C)S(=O)(=O)c2ccc(Cl)cc2)OCc2cnnn2CCCC1=O	-4%	i	-16	.	.	-5%	-4%	-3%	13%
O=c1[nH]c(NC2CCN(S(=O)(=O)c3ccccc3C(F)(F)F)CC2)nc2c1CCCC2	-7%	i	-4	-5%	18%	?	-7%	-6%	-22%
Cc1cccc(NC(=S)NCc2ccc(F)cc2)c1	-5%	i	-14	?	-1%	3%	10%	12%	-9%
COc1ccc2c(c1)c(=Cc1ccc(N(C)C)cc1)c1cc(-c3ccccc3)[n+](C)n12	3.7µM*	.	-118*	-4%	-17%	8.9µM*	13µM*	5.2µM*	-44%
Cn1c(NC(=O)CCC2CCCCC2)cc(=O)n(C)c1=O	13%	i	2	10%	4%	72%[activator]	4%	-2%	-26%
COc1ccc(Cc2nnc(NC(=O)C3CC(=O)N(c4ccc(OC)cc4)C3)s2)cc1 (stereo unspecified)	9%	.	37	-5%	22%	-9%	-15%	-12%	5%
COC(=O)CCC(=O)NNC(=O)c1ccc(Br)cc1	0%	i	6	-6%	0%	2%	14%	17%	6%

Screening data deposited in PubChem BioAssay by National Center for Advancing Translational Sciences (NCATS).
